Screening data from PubChem BioAssay.
VLA-4 antagonist = inhibitors of LDV-FITC ligand binding to Mn2+-activated human VLA-4 integrin | P13612 | Jurkat cells, LDV-FITC binding with Mn2+, flow cytometry; 100% = Mn2+-driven binding gain fully reversed | inhibition, % at 10 µM (by protocol) | 24,000 tested, 0.2% active | AID 529;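 active = inhibition above 50%; inconclusive = compound itself fluorescent, judged against control cell fluorescence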;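 also: 0% = Mn2+ stimulated cells lacking compound and 100% = ligand binding without Mn2+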
Target sequence (P13612 whole entry, looked up): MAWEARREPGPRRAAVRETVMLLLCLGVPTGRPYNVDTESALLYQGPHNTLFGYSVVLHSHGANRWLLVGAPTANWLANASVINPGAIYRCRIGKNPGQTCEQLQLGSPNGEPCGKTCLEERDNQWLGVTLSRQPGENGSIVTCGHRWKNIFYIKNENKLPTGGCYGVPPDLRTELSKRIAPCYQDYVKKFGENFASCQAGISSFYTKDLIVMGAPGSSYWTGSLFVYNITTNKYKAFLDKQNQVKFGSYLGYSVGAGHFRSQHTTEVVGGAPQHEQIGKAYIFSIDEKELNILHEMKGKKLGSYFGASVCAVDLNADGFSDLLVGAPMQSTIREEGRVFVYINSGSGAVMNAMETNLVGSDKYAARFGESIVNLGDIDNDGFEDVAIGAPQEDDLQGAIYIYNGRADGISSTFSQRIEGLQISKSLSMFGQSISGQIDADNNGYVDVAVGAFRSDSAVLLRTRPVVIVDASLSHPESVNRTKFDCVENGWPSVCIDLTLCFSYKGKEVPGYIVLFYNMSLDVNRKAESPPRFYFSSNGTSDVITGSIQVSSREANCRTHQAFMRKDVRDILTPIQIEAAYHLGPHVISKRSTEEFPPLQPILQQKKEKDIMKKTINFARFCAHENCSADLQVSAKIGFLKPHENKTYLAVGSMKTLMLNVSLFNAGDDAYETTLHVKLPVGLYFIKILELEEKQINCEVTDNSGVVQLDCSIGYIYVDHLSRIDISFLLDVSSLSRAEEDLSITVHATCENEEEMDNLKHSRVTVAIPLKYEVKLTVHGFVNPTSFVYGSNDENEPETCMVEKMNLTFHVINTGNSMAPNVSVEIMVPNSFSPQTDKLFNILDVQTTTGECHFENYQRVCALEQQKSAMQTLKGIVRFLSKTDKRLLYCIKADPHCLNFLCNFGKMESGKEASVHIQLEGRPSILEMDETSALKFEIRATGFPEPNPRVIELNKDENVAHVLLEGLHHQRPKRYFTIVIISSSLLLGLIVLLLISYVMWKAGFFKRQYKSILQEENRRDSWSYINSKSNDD
Autofluor Jurkat = compound fluoresces in Jurkat cells, VLA-4 screen interference; compound autofluorescence, flow cytometry; hits give high values; 1 = vehicle-only cell background; fluorescence ratio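 (tested at 10 µM compound in the well)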; 24,000 tested, 0.61% active; AID 576;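 active = fluorescence ratio above 2.44, which is 1 plus 3 SD of all ratios; inconclusive = signal too bright to measure linearly, ratio around 10 or more; inactive = fluorescence ratio below 2.44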;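 also: green fluorescence of cells measured with 488 nm excitation and 530 nm emission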
LNCaP diff act = activators of LNCaP prostate cell differentiation | flow cytometry side scatter, 4 d | side scatter shift, % at 10 µM | 24,000 tested, 0.56% active;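 active = side scatter shift above 30%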;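 also: androgen-responsive LNCaP prostate cancer cells in charcoal-stripped serum medium; percent of cells past a gate set so DMSO wells show 10% shift; higher shift means more granular cells and more differentiation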
VLA-4 allo ag = allosterically activates the human VLA-4 integrin; 24,000 tested, under 10 active; Jurkat cells, LDV-FITC binding, flow cytometry; activation, % at 10 µM (by protocol); P13612;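 active = fluorescent ligand binding to cells raised by more than 40% of the manganese-induced maximum; inconclusive = compound's own fluorescence above 85% of the ligand control signal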;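 also: 0% = ligand binding without compound and 100% = manganese-stimulated maximal binding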
The depositor's hits bear a star; ? = inconclusive.

SMILES | VLA-4 antagonist | Autofluor Jurkat | LNCaP diff act | VLA-4 allo ag
CS(=O)(=O)N1CCN(c2ccccc2NC(=O)c2ccc(-c3ccc(Cl)cc3Cl)o2)CC1 | -12 | 1 | 2 | -2
CCc1ccc(NC(=O)CSc2nc3c(c(=O)n(C)c(=O)n3C)n2C)cc1 | ? | 1.3 | 3 | ?
COc1ccc(S(=O)(=O)NCC(c2cccnc2)N2CCN(c3ccc(F)cc3)CC2)cc1C (configuration not stated) | -8 | 1.2 | 6 | 0
COCCSc1nnc(NC(=O)Cc2ccccc2OC)s1 | 0 | 1 | 4 | 0
CCOc1ccccc1N1C(=O)CC(Sc2ncccc2C(=O)O)C1=O (configuration not stated) | -15 | 1 | 10 | -9
N#C/C(=C(/O)COC(=O)CCC1CCCCC1)c1nc2ccccc2[nH]1 | -16 | 1.4 | 4 | 3
CCOc1ccccc1N1CCN(c2nc(N)c(C#N)c(CC#N)c2C#N)CC1 | ? | 5.2* | 4 | ?
OC(CCN1CCCC1)(c1ccccc1)C1CCCCC1 (configuration not stated) | -12 | 1 | 5 | -2
CCOC(=O)N1CCN(C(=O)c2ccc3c(SCC(=O)O)c4c(nc3c2)CCCC4)CC1 | 10 | 0.96 | 4 | 3
Cc1ccccc1CN1CCN(CC(=O)NCCCN2CCN(c3ccc(F)cc3)CC2)C1=O | -8 | 1 | 7 | 2
O=C(CCCn1c(SCC(=O)NCC2CCCO2)nc2ccccc2c1=O)NCC1CCCO1 (configuration not stated) | -7 | 0.99 | 2 | 10
COc1ccc(OCCSc2ncnc3nc[nH]c23)cc1 | ? | 1.2 | 12 | ?
CCN(CCNC(=O)C1CCCN(Cc2nc(-c3ccc(OC)cc3)oc2C)C1)c1ccccc1 (configuration not stated) | 2 | 1.2 | 10 | -5
Cc1sc2nc(CN3CCN(S(=O)(=O)c4cccc5nonc45)CC3)[nH]c(=O)c2c1C | 4 | 1 | 4 | -2
Cc1onc(-c2ccccc2Cl)c1C(=O)Nc1cccc(-c2nc3ncccn3c2C)c1 | -15 | 1.1 | 7 | 3
O=C1CS/C(=N\C(=O)N2c3ccccc3Sc3ccccc32)N1 | 14 | 1.2 | 10 | -18
COc1ccc(-c2nc(CS(=O)(=O)CC(=O)NCCc3cc(OC)ccc3OC)c(C)o2)cc1 | 19 | 1.2 | 13 | -7
CS(=O)(=O)c1ccc2nc(NC(=O)Oc3ccccc3)sc2c1 | 6 | 1.1 | 9 | 4
Cc1nc(N(C)C)c2sc(=S)n(C)c2n1 | ? | 1 | 2 | -6
c1ccc2c(-c3nc(C4CCCCC4)no3)cc(-c3ccncc3)nc2c1 | -7 | 1.1 | 7 | 7
COc1ccccc1N1CCN(c2nc(-c3ccccc3)cc(C(F)(F)F)n2)CC1 | -10 | 0.9 | 5 | 6
COc1ccc(CCNS(=O)(=O)c2ccc(C(=O)NCc3ccco3)cc2)cc1OC | -12 | 1 | 6 | -1
COc1ccc(-c2cn3cccnc3n2)cc1NC(=O)C1CC1 | 28 | 1.1 | 12 | -6
CCOC(=O)c1ccc(NC(=O)N2CCN(Cc3cccc(F)c3)CC2)cc1 | -2 | 1 | 16 | -6
O=C(NCc1cccs1)c1cnc2ccccn2c1=O | 0 | 1.1 | 3 | 0
O=C1c2ccccc2NC(c2ccco2)N1O (configuration not stated) | -3 | 0.93 | 17 | 1
O=C(CSc1nnnn1-c1ccccc1)Nc1nc(-c2ccccc2)ns1 | -18 | 1 | 24 | 6
Cc1nc(CCNS(=O)(=O)c2cccs2)cs1 | -6 | 1 | 10 | 5
Cn1c(SCC(=O)N2CCN(c3cccc(Cl)c3)CC2)nnc1-c1ccncc1 | -7 | 1 | 7 | -4
Cc1[nH]nc2c1C(C1CC=CCC1)C(C#N)=C(N)O2 (configuration not stated) | -16 | 0.97 | 8 | 2
Cn1c(=O)c2c(nc(SCC(=O)Nc3ccccc3)n2C)n(C)c1=O | 14 | 1.1 | 3 | -1
CCc1ccc(-c2nc(CS(=O)CC(=O)NCc3cccnc3)c(C)o2)cc1 (configuration not stated) | -4 | 1.1 | 7 | 0
COCCCNC(=O)C1CCN(C(=O)c2cc3sccc3n2Cc2ccc(F)cc2)CC1 | -20 | 1.2 | 14 | -8
COc1ccc(-c2nnc3ccc(SC(C(C)=O)C(C)=O)nn23)cc1OC | -1 | 1 | 9 | -6
O=C(O)c1ccc(S(=O)(=O)NC2CCCc3ccccc32)cc1 (configuration not stated) | -5 | 1 | 7 | 1
COc1ccc(NC(=O)CCOc2ccccc2)c(OC)c1 | -10 | 0.99 | 13 | 4
CCN(CC)c1cc(C)c2cc(NC(=O)CNC(C)=O)ccc2n1 | 3 | 1 | 4 | 3
Cc1ccccc1Cn1c(=O)c2c(nc3n2CCCN3Cc2ccccc2)n(C)c1=O | -6 | 1 | 3 | -2
CCCc1cc(C(=O)Nc2ccccc2C(=O)OC)no1 | 0 | 0.99 | 6 | -1
COc1ccc2oc(C)c(C(=O)Cn3ccnc3)c2c1 | -16 | 1.1 | 11 | -6
COCCn1c(=O)[nH]c2cc(C(=O)NCCc3ccc(OC)c(OC)c3)ccc2c1=O | 13 | 1 | 1 | -4
COCCn1c(=NC(=O)CSC(C)=O)sc2cc(F)ccc21 | -21 | 0.99 | 7 | 9
COc1ccc(N(C)S(=O)(=O)c2ccc3c(c2)CCC(=O)N3)cc1 | 2 | 1 | 15 | -9
O=C(Nc1cccc(F)c1)c1ccc2c(c1)OCO2 | -39 | 1.2 | 11 | -1
COc1ccc(OC)c(NC(=O)CSc2nc3ccccc3c(=O)n2CCNC(C)=O)c1 | 0 | 1 | 7 | 1
Cc1cc2cc(CNC(=O)c3cccs3)ccc2n1C | 2 | 1.1 | 10 | -2
O=C(Cc1nc2ccccc2s1)c1ccc(O)cc1O | -2 | 1.2 | 14 | -1
COCCNC(=O)CSc1nc2cc(OC)c(OC)cc2c(=O)n1Cc1ccc(OC)cc1 | -2 | 1.1 | 3 | 1
CCCCOc1ccc(NC2=NC3(CCCCC3)N=C(N)N2)cc1 | -2 | 0.99 | 8 | 5
Cc1oc(-c2ccc(Cl)cc2)nc1CN1CCCC(C(=O)NCCCN2CCCC2=O)C1 (configuration not stated) | -22 | 0.82 | 15 | -8
COc1cccc(C(=O)Nc2cc(NC(=O)c3ccco3)ccc2OC)c1 | -4 | 1 | 11 | 2
CCCCCCC(=O)c1c(C)[nH]c(C(=O)OCC)c1C | -9 | 0.93 | 7 | 1
N#CC1=C(N)N(c2ccccc2)C2=C(C(=O)CCC2)C1c1ccsc1 (configuration not stated) | -4 | 1 | 19 | 1
CC(=O)C1=C(C)OC(N)=C(C#N)C1c1ccncc1 (configuration not stated) | -21 | 1 | 5 | 2
CCCCCC1CC(CC(=O)O)C(=O)O1 (configuration not stated) | -8 | 1.1 | 8 | 0
O=C(O)CC1SC(=Nc2cccc(C(F)(F)F)c2)NC1=O (configuration not stated) | -14 | 1.1 | 5 | 8
O=C(CCn1c(=O)oc2ccccc21)N1CCc2ccccc21 | -11 | 1 | 9 | 4
Cc1cccc(NS(=O)(=O)c2cc(C(=O)OCC(=O)Nc3cc(C)on3)ccc2C)c1 | -5 | 1.1 | 18 | -2
Cc1cccc(OCC(=O)N(Cc2cccs2)C2CCS(=O)(=O)C2)c1C (configuration not stated) | -11 | 1.1 | 9 | 0
CSc1cccc(NS(=O)(=O)c2ccccc2)c1 | -22 | 1 | 10 | 0

Filtered by structure: the entries above with a COOH group
SMILES | VLA-4 antagonist | Autofluor Jurkat | LNCaP diff act | VLA-4 allo ag
CCOc1ccccc1N1C(=O)CC(Sc2ncccc2C(=O)O)C1=O (configuration not stated) | -15 | 1 | 10 | -9
CCOC(=O)N1CCN(C(=O)c2ccc3c(SCC(=O)O)c4c(nc3c2)CCCC4)CC1 | 10 | 0.96 | 4 | 3
O=C(O)c1ccc(S(=O)(=O)NC2CCCc3ccccc32)cc1 (configuration not stated) | -5 | 1 | 7 | 1
CCCCCC1CC(CC(=O)O)C(=O)O1 (configuration not stated) | -8 | 1.1 | 8 | 0
O=C(O)CC1SC(=Nc2cccc(C(F)(F)F)c2)NC1=O (configuration not stated) | -14 | 1.1 | 5 | 8

(more compounds)
SMILES | VLA-4 antagonist | Autofluor Jurkat | LNCaP diff act | VLA-4 allo ag
O=C(Cn1cccc1C(=O)c1ccccc1)NCCN1CCOCC1 | 3 | 1.1 | 4 | 2
CCC1CCCCN1C(=O)CSc1nc2c([nH]c3ccccc32)c(=O)n1C (configuration not stated) | 18 | 1.1 | 0 | -3
Cn1c(=O)cc(OCC(=O)N2CCN(c3cccc(C(F)(F)F)c3)CC2)c2ccccc21 | 0 | 1.1 | 4 | -5
CCS(=O)(=O)NCCc1cc2c(OC)ccc(OC)c2[nH]c1=O | -6 | 1 | 7 | -1
O=C(CCCn1c(SCC(=O)c2ccc(O)c(O)c2)nc2ccccc2c1=O)NCC1CCCO1 (configuration not stated) | -2 | 1.1 | 3 | -4
O=C(CCc1nc(-c2ccccc2F)no1)NC1CCCCCC1 | 7 | 1.1 | 8 | -4
CCC(=O)N1Cc2ccccc2-c2ccccc2C1=O | -13 | 1 | 10 | -2
CCC(C(=O)NC(C)CCc1ccccc1)n1nc(C)n2c(cc3occc32)c1=O (configuration not stated) | 13 | 1.1 | 20 | -6
COc1cc(C(=O)OC(C)CN2CCCC2)cc(OC)c1OC (configuration not stated) | -5 | 1 | 5 | 2
O=C(OCn1nnc2ccccc2c1=O)c1ccc(S(=O)(=O)N2CCOCC2)cc1 | 3 | 0.98 | 2 | 1
O=C1CC(C2CCCO2)C(=O)N1Cc1ccccc1 (configuration not stated) | -8 | 1 | 1 | 1
O=C(Nc1ccncc1)C1CCCN(S(=O)(=O)c2cccc3cccnc23)C1 (configuration not stated) | -3 | 0.97 | 12 | 4

Three compounds from above, ordered by the number in VLA-4 antagonist, highest first.
SMILES | VLA-4 antagonist | Autofluor Jurkat | LNCaP diff act | VLA-4 allo ag
CCC1CCCCN1C(=O)CSc1nc2c([nH]c3ccccc32)c(=O)n1C (configuration not stated) | 18 | 1.1 | 0 | -3
O=C(Nc1ccncc1)C1CCCN(S(=O)(=O)c2cccc3cccnc23)C1 (configuration not stated) | -3 | 0.97 | 12 | 4
CCS(=O)(=O)NCCc1cc2c(OC)ccc(OC)c2[nH]c1=O | -6 | 1 | 7 | -1

(listing goes on)
SMILES | VLA-4 antagonist | Autofluor Jurkat | LNCaP diff act | VLA-4 allo ag
Cc1cc(NC(=O)CCC(=O)N(c2cccnc2)C(C(=O)NC2CCCC2)c2ccccc2F)no1 (configuration not stated) | -8 | 1 | 9 | 2
CCN(CC)CCCNC(=O)c1cc(-c2ccc(O)cc2)on1 | -4 | 0.98 | 12 | 3
COc1cccc(S(=O)(=O)Nc2ccc3sc(C)nc3c2)c1 | ? | 1.1 | 7 | ?
Cc1cc(C)n(-c2cc(N3CCOCC3)nc(-c3ccccc3)n2)n1 | -2 | 0.99 | 2 | 0
COCCCNC(=O)c1cc2c(-c3ccc(Cl)cc3)nn(C)c2s1 | ? | 1.2 | 8 | ?
O=C(Nc1ccc2c(c1)OCO2)N1CCN(c2ncccn2)CC1 | -18 | 1.1 | 8 | 2
COc1ccccc1NC(=O)c1nnn(CC(=O)Nc2ccccc2)c1N | -5 | 1 | 4 | -2
CCOC(=O)CSc1nnc(-c2ccc(Cl)cc2Cl)o1 | -17 | 1.1 | 5 | 0
Cc1cccc(NC(=O)CCN2CCN(C/C=C/c3ccccc3)CC2)c1 | 2 | 1.1 | 10 | -2
O=C(c1ccc2c(=O)n(CC3CCCO3)c(=S)[nH]c2c1)N1CCN(c2ccccc2)CC1 (configuration not stated) | ? | 1.1 | 9 | ?
CCN1CCCC(NC(=O)c2scc3c2CCCC3)C1 (configuration not stated) | 2 | 1.1 | 9 | 4
COc1cccc(-n2nnc3c(=O)n(CC(=O)N4CCCCC4)cnc32)c1 | -4 | 1.1 | 4 | -4
COc1cc(OC)c(C(=O)Nc2ncn[nH]2)cc1OC | -19 | 1 | 11 | 0
COC(=O)C1=C(C)n2cnnc2NC1c1ccc(Cl)cc1 (configuration not stated) | -14 | 1 | 5 | 1
O=CN1CCC(=O)N(Cc2ccccc2)c2ccccc21 | 3 | 0.98 | 8 | 1
O=C1CC(c2ccco2)CC(O)=C1C=NCC1NCCc2ccccc21 (configuration not stated) | -6 | 1.2 | 5 | 4
CN(CC(=O)NCc1ccc2c(c1)OCO2)S(=O)(=O)c1ccc(Br)s1 | 4 | 1.1 | 1 | -6
CCn1ncc(C2=NOC(C(=O)NCCc3ccccc3)C2)c1C (configuration not stated) | -5 | 0.97 | 5 | 6
CC(C)OCCCNC(=O)CNC(=O)c1cccs1 | 10 | 1.1 | 5 | 1
CC(=O)SCCC(=O)Nc1ccccc1 | 1 | 0.98 | 5 | -4
Clc1ccc(Cc2nnc(-c3cccs3)o2)cc1 | -1 | 1 | 18 | 3
CCC(=O)Nc1nonc1-c1nc2ccccc2n1CCC(C)C | 4 | 1.2 | 11 | -6
Cc1ccc(C2C3=C(CC(C)(C)CC3=O)Nc3[nH]c(=S)[nH]c(=O)c32)cc1 (configuration not stated) | -8 | 0.94 | 0 | 7
CCOC(=O)CSc1nc(NCc2ccco2)c2ccccc2n1 | 3 | 1.1 | 10 | -4

A portion of the library; count on the stated rates, not on these rows.
